# Assay outcomes from PubChem BioAssay.
# IDE cell activ – boosts human insulin-degrading enzyme activity in HEK cells. FAbeta-B cleavage, fluorescence polarization; 0% vehicle, 100% cell-free pure enzyme wells. activation, % at 5.96 µM. hit rate 0.073% among 340,000. AID 493087;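 active means activation above the mean of all tested compounds plus 3 SD, set per screening campaign, cut at about 17% in these data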
# FID counter – displaces DNA intercalator in HCV helicase counter-screen; inhibition, % at 7.9 µM; DNA fluorescent intercalator displacement, fluorescence; hit rate 0.17% among 290,000; AID 1845; in the data active means inhibition above about 37%;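 further: 0% = vehicle and 100% = reference compound; higher means more ethidium bromide displaced from hairpin DNA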
# IDE inh – inhibits human insulin-degrading enzyme in HEK cells. FAbetaB cleavage, fluorescence polarization. inhibition, % at 5.59 µM. AID 434962. hit rate 0.41% among 320,000. P14735;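 active means percent inhibition above the average of all tested compounds plus 3 SD, set per screening campaign, cut at about 16% in these data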;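 further: IDE supplied by intact live HEK cells; FP after avidin binding of uncleaved biotin substrate so inhibition keeps polarization high; 0% = DMSO wells and 100% = 60 µM reference IDE inhibitor Ii1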
# VIM-2 inh – blocks Pseudomonas aeruginosa VIM-2 metallo-beta-lactamase. purified VIM-2, nitrocefin hydrolysis, epi-absorbance fluorescence. inhibition, % at 5.6 µM. hit rate 0.89% among 290,000. AID 1527;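 active means inhibition above the mean of all tested compounds plus 3 SD, cutoff set per screening run, cut at about 7.5% in these data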;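 further: red hydrolysis product quenches plate fluorescence so inhibitors raise well fluorescence; 0% = enzyme with DMSO and 100% = DMSO without enzyme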
# IMP-1 inh – blocks Pseudomonas aeruginosa IMP-1 metallo-beta-lactamase | purified IMP-1, nitrocefin hydrolysis, epi-absorbance fluorescence | inhibition, % at 5.6 µM | hit rate 0.45% among 290,000 | AID 1556;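 active means inhibition above the mean plus 3 SD of all compounds in the same screening run, cut at about 4.5% in these data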;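 further: 0% = IMP-1 with DMSO and 100% = DMSO wells lacking enzyme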
#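 System – purified recombinant IMP-1 beta-lactamase · Input – IMP-1 dispensed at 0.2 nM · Timing – 15 min preincubation plus 25 min reaction at 25 °C · Signal – Epi-absorbance fluorescence, 480 nm excitation, 530 nm emission · Measure – percent IMP-1 inhibition derived from blank-referenced optical density · Controls – Enzyme-plus-DMSO low control, enzyme-free DMSO high control · Replication – singlicate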
# UBC9 SUMO inh – inhibitors of human SUMOylation (UBC9). P63279. HTRF SUMOylation assay, SAE1/SAE2 + UBC9, in vitro. inhibition, % at 35 µM. hit rate 0.36% among 290,000. AID 2006; in the data active means inhibition above about 50%, passing the limit was not always enough; further: strong numbers were not always called active
# p-CIP stab down – p/CIP protein destabilization. F442A p/CIP-EGFP cells, EGFP fluorescence, 16 h. hit rate 0.01% among 290,000. decrease of EGFP signal, % at 10 µM. Q05BA5;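 active means EGFP signal decrease of at least 30% at 10 µM or well 3 SD below plate mean, unless failing retest; inactive means the rest, including hits failing retest or dose response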; further: some compounds called inactive have numbers as strong as hits; many of its hits are not listed in these tables
# Target sequence (Q05BA5 1-1403): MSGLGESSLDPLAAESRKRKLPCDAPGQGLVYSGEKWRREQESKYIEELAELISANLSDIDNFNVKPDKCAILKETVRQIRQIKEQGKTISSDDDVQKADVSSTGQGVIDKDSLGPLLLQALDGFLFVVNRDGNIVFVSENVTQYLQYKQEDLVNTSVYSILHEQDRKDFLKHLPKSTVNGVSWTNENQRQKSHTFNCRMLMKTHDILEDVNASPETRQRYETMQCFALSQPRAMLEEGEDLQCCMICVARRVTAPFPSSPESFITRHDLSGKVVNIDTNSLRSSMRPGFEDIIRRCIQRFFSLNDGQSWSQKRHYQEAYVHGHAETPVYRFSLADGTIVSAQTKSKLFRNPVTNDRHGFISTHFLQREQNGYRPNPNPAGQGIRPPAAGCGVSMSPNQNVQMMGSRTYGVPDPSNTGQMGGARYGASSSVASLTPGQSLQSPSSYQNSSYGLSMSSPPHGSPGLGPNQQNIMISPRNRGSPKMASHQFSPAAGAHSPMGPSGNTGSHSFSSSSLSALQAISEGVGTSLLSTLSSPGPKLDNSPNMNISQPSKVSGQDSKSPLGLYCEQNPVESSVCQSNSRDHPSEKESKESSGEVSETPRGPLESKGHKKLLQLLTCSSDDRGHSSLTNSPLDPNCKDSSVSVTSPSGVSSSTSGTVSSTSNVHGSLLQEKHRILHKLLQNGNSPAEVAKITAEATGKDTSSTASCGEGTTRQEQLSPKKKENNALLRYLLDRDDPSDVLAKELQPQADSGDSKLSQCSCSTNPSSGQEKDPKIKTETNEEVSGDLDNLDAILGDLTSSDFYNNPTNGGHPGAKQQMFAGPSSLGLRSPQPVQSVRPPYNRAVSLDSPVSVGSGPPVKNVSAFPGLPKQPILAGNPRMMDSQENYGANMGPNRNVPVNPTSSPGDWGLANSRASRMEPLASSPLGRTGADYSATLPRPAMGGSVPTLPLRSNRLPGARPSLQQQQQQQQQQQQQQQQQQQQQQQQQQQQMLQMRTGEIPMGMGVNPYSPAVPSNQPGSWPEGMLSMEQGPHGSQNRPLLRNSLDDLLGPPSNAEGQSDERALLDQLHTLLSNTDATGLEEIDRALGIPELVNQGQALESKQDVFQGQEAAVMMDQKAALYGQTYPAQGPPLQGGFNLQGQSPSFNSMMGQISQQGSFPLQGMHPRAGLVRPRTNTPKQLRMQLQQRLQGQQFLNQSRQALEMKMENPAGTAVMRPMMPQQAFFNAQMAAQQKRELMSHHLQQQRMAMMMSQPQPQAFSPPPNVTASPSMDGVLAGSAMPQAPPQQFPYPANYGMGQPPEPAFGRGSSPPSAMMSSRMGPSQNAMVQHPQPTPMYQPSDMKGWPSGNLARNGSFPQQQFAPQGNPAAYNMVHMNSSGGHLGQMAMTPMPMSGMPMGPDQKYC
# M18AAP inhibitor – PfM18AAP enzyme inhibition; recombinant PfM18AAP, H-Glu-NHMec fluorogenic cleavage; inhibition, % at 7.35 µM; hit rate 1.2% among 290,000; AID 1822;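 active means inhibition above the campaign mean inhibition over all tested compounds plus 3 SD, cut at about 28% in these data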;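 further: 0% = plate median of test compound wells and 100% = 2 mM ZnCl2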
# NS3 helicase inh – inhibitors of Hepatitis C virus NS3 helicase; hit rate 0.56% among 290,000; NS3 helicase DNA unwinding, Cy5 molecular beacon fluorescence; inhibition, % at 10.9 µM; AID 1800;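 active means inhibition above the mean of all tested compounds plus 3 SD, set per campaign, cut at about 35% in these data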;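 further: 0% = DMSO wells and 100% = thioflavine S control wells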
#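 Control set: DMSO versus 110 µM thioflavine S; Material: NS3 helicase fragment of HCV; Measured by: Cy5 fluorescence at 0 and 60 min, beacon hairpin quenching; Read-out basis: percent inhibition from t60/t0 fluorescence ratio; Times: reaction time 60 min, 25 °C; Repeats: single replicate; Compound dosing: single dose, 10.9 µM nominal final, DMSO 0.8% final.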
# The depositor's hits bear a star; · = not tested or not shown.
SMILES,IDE cell activ,FID counter,IDE inh,VIM-2 inh,IMP-1 inh,UBC9 SUMO inh,p-CIP stab down,M18AAP inhibitor,NS3 helicase inh
c1ccc2cc(OCc3nc4ccccc4[nH]3)ccc2c1,0.6,-6.3,-1.1,-2.1,-3.6,-2.1,-8.2,-0.9,-7.5
Cc1cccc(N(C)S(=O)(=O)c2c(C)noc2C)c1,0.8,-8.1,6.6,0.0,-1.7,-0.9,-6.6,-2.9,12.4
CCOc1ccc(CNC(=O)Nc2ccccc2)cc1,2.8,-4.9,-0.2,-1.3,-2.1,-11.0,2.9,4.1,3.5
COc1ccc(CC(=O)Nc2ccc3nc(SC)sc3c2)cc1OC,-0.8,-8.7,-5.0,-0.8,-1.7,7.4,21.8,0.6,-7.9
COC(=O)/C=C1\S/C(=N\N=C\CC(=O)OC)NC1=O,0.5,-18.3,1.5,-4.5,-4.0,9.7,-19.8,-7.0,31.1
C=CCOCCN1C(=O)C2C(c3ccccc3)C=CC(c3ccccc3)C2C1=O (stereo not given),-1.8,-27.0,3.2,-0.1,15.1*,7.8,-8.7,-4.0,-1.7
N=C1/C(=C/c2cccs2)C(=O)N=C2SN=C(SCc3ccccc3)N12,3.6,-6.6,10.2,-5.5,-3.9,12.7,-7.2,-3.8,17.7
O=C(CN1CCN(C(=O)c2ccco2)CC1)Nc1ccccc1-c1ccccc1,0.5,-48.4,-1.9,-2.5,-1.7,12.7,-17.7,-9.4,4.0
CCC(=O)Oc1ccc(NC(=O)CSCc2ccccc2)cc1,6.4,-13.3,4.7,-1.3,-1.7,12.1,-5.4,4.2,-11.6
COCCn1c(=S)[nH]c2cc(C(=O)N3CCN(c4ccccc4OC)CC3)ccc2c1=O,-2.8,-9.7,4.7,-1.5,-1.7,5.6,-13.2,-3.5,1.9
CCCN1C(=O)S/C(=C\c2ccc(N3CCOCC3)o2)C1=O,-79.3,-32.5,-0.1,-3.6,5.9*,7.6,-78.4,-4.3,16.3
O=C(c1sc2cc([N+](=O)[O-])ccc2c1Cl)N1CCOCC1,0.4,-3.3,3.5,-0.1,-1.5,13.4,-7.3,-2.7,4.9

# Two of the compounds above, with bars between the fields.
SMILES | IDE cell activ | FID counter | IDE inh | VIM-2 inh | IMP-1 inh | UBC9 SUMO inh | p-CIP stab down | M18AAP inhibitor | NS3 helicase inh
COCCn1c(=S)[nH]c2cc(C(=O)N3CCN(c4ccccc4OC)CC3)ccc2c1=O | -2.8 | -9.7 | 4.7 | -1.5 | -1.7 | 5.6 | -13.2 | -3.5 | 1.9
CCCN1C(=O)S/C(=C\c2ccc(N3CCOCC3)o2)C1=O | -79.3 | -32.5 | -0.1 | -3.6 | 5.9* | 7.6 | -78.4 | -4.3 | 16.3

# Next part.
SMILES,IDE cell activ,FID counter,IDE inh,VIM-2 inh,IMP-1 inh,UBC9 SUMO inh,p-CIP stab down,M18AAP inhibitor,NS3 helicase inh
COc1cc(OC)cc(C(=O)N[C@H](C(=O)OCC(=O)Nc2ccc(F)c(F)c2)C(C)C)c1,2.5,-21.2,4.5,-3.6,-4.3,-1.5,-6.5,0.5,-4.2
Cc1nnc(Nc2ccc(C(=O)N3CCOCC3)cc2)c2ccccc12,0.9,-12.4,0.7,1.6,-1.8,5.8,6.2,-14.3,0.4
COC(=O)COc1ccc(S(=O)(=O)Nc2ccc(C(N)=O)cc2)cc1Cl,7.5,0.6,-2.3,-4.0,-2.0,9.7,-10.5,-0.1,8.8
CCn1c(C)nnc1SCC(=O)Nc1cccc(Cl)c1,4.9,-7.9,-0.4,-0.8,1.2,12.1,0.7,-13.7,-10.1
O=C(Nc1cc(-c2nn(CC(=O)N3CCCCC3)c(=O)c3ccccc23)ccc1N1CCOCC1)c1ccc(Cl)cc1,9.6,-3.0,-4.6,-3.3,-3.6,-13.3,6.5,-7.0,3.6
COc1ccc(Nc2ncnc3c2cnn3Cc2ccccc2)cc1OC,-5.3,-18.2,0.4,-3.0,-3.9,7.0,-19.0,-3.2,-5.0
COC(=O)c1[nH]c2ccccc2c1NC(=O)CCN1CCSCC1,6.4,-1.2,1.3,-1.8,-1.7,13.6,1.2,2.5,-1.9
Cc1ccc(S(=O)(=O)N2CCCN(S(=O)(=O)c3ccc4c(c3)OCCO4)CC2)cc1,-2.5,-17.6,4.0,-3.0,-4.1,-4.0,-3.2,-4.8,-6.4
O=C(Nc1ccc2c(c1)C(=O)N(CC1CCCO1)C2=O)c1cccc(Br)c1 (stereo not given),-4.5,5.1,4.7,-2.0,1.2,23.5,-0.1,4.7,-11.1
CC1(C)CC(=O)c2sc(NC(=O)c3ccco3)nc2C1,3.6,-6.6,-3.5,-1.5,-4.4,3.8,-7.5,9.9,1.7
COc1cc(/C=C/C(=O)O)cc(S(=O)(=O)N(CC(C)C)CC(C)C)c1OC,8.1,-30.5,5.6,-0.7,-1.9,-1.4,3.3,-0.1,7.0
COc1ccccc1S(=O)(=O)Cc1ccc(C(=O)N2CCN(c3ccc(C)cc3)C(C)C2)o1 (stereo not given),3.1,-35.0,0.8,-0.6,-2.3,-11.8,-14.0,-5.8,-2.7
CC(/C=C1\SC(=Nc2cccnc2)NC1=O)=C\c1ccccc1,4.6,-9.8,1.1,-0.2,-2.7,43.3,-6.7,-12.6,-0.4
Cc1cc2c(c(=O)n1CCN(C)C)C(c1ccccc1Br)C(C#N)=C(N)O2 (stereo not given),2.2,2.4,1.4,-2.3,-1.6,42.8,-1.5,2.3,2.7
COc1ccc(C(=O)NCCc2nnc3ccc(SCC(=O)Nc4ccccc4)nn23)cc1,4.0,-30.6,-0.9,1.2,-2.1,1.4,-5.0,8.1,-7.3
COc1cc(/C=C2/SC(=Nc3ccc(O)cc3)NC2=O)cc(OC)c1O,-113.1,9.5,57.8*,7.0,-3.5,3.8,-114.1,32.6*,-4.0
O=C(c1cc(-c2ccccn2)nc2ccc(Br)cc12)N1CCc2ccccc2C1,·,-2.8,·,-1.7,-3.4,-5.8,-7.3,-7.2,-7.4
CCCCCc1ccc(OCCOCCn2c[n+](C)c3ccccc32)c(CCCCC)c1,15.4,37.1*,·,-0.6,-1.0,-11.0,7.9,-7.0,-62.6
O=c1cc(N2CCN(c3cccc(Cl)c3)CC2)[nH]c(=O)n1C1CCCCC1,0.2,-2.1,4.4,-3.8,-1.4,-4.5,-33.3,-3.7,-3.7
CCn1c2ccccc2c2cc(NC(=O)COC(=O)C3CCC(=O)N3)ccc21 (stereo not given),-4.0,5.0,-1.0,-3.0,-1.0,15.9,0.2,-4.0,-5.7
Cc1cc2nc(-c3ccco3)cc(C(F)(F)F)n2n1,4.6,1.1,2.2,-0.8,-0.9,-2.1,-22.5,-3.3,0.5
CCOC(=O)C(=O)Nc1cc(C(=O)OC)cc(C(=O)OC)c1,7.8,-2.8,4.1,-1.4,-1.9,12.7,-36.5,-8.9,4.8
CCOC(=O)C1(Cc2ccccc2)CCN(Cc2ccc3c(c2)OCCO3)CC1,-5.0,31.6,-1.2,-1.1,1.3,-0.9,0.4,0.4,-16.6
Cn1c(N)c(C(=O)COC(=O)c2ccco2)c(=O)n(C)c1=O,6.2,-1.4,2.4,-2.7,-2.7,16.0,-7.7,1.2,1.9
COc1ccc(-c2nc(CS(=O)(=O)CC(=O)Nc3cccc(C(C)=O)c3)c(C)o2)cc1,-0.2,-35.5,-3.7,-5.4,-1.7,-1.6,-0.4,-7.3,-17.6
CCOC(=O)C1CCCN(C(=O)CNS(=O)(=O)c2ccc(Br)s2)C1 (stereo not given),10.0,-16.2,2.2,-1.9,-1.1,10.0,-3.4,8.7,2.8
Cc1ccc2cc(COC(=O)c3ccco3)c(=O)[nH]c2c1,-2.0,-10.1,-3.3,-0.7,-3.9,6.4,5.0,-5.3,1.4
CC(C)NC(=O)COC(=O)/C=C/c1ccco1,0.0,0.5,3.4,-3.1,-2.5,2.2,-3.6,4.1,-7.5
CCOCc1nnc(NC(=O)c2cccs2)s1,3.4,-3.5,1.9,-0.8,-3.8,11.9,-7.2,5.7,-8.1
COC(=O)C(CCSC)NS(=O)(=O)c1ccc(Cl)cc1 (stereo not given),-1.7,-3.0,0.0,-2.8,-1.2,5.3,8.5,-0.4,-8.8
COc1ccc(N2CCN(CCCNC(=O)C(=O)c3c(C)[nH]c4ccccc34)CC2)cc1,2.2,27.6,4.3,3.0,1.0,3.3,-35.7,-2.5,-59.9
COCCNC(=O)c1ccccc1N(Cc1ccccc1)S(=O)(=O)c1ccc(C)cc1,3.1,-45.1,1.2,-0.6,1.2,10.3,-13.9,-8.7,-11.3
COc1ccc(-c2ccn(-c3cccc(F)n3)n2)cc1,1.4,-5.4,·,-2.2,-1.7,8.5,0.7,31.7*,5.8
CC(C)[C@H](N)C(=O)NC[C@H](CC(=O)NC[C@H]1CC[C@H](C(=O)O)CC1)c1ccc(Cl)cc1,-2.5,-13.6,3.6,-1.3,-1.8,-7.3,1.3,3.7,4.4
O=C(CCN1CCN(CCO)CC1)Nc1ccc(C2CCCC2)cc1,0.1,17.1,2.4,-2.2,-1.6,20.9,-4.7,-3.6,-27.3
CCSc1nc2c(c(=O)[nH]c(=O)n2C)n1Cc1ccc(Cl)cc1,3.6,-2.3,0.3,-0.9,-2.9,4.8,7.0,-2.2,-6.7
COc1ccc(/C=N/NC(=O)c2cccc(NC(=O)c3ccc(Cl)cc3)c2)c(OC)c1,1.8,-8.8,-2.5,-3.3,-1.8,48.2,-2.0,-5.3,2.0
COc1ccccc1NC(=O)C1CCN(S(C)(=O)=O)CC1,4.2,-1.3,-2.9,2.8,-1.1,9.0,-9.4,-17.9,-4.3
O=c1n(Cc2ccccc2)nc2n1-c1ccccc1SC2,5.5,-10.9,-6.5,0.8,-0.8,0.7,-12.2,-2.4,-1.5
CC(NC(=O)c1ccnn1C)C1CCCO1 (stereo not given),1.0,-1.2,-1.4,-0.9,-0.5,18.9,-12.2,-9.7,-7.6
Cc1ccccc1CN1CCN(S(=O)(=O)c2cccc3nsnc23)CC1,8.7,-19.6,1.4,-0.3,-1.0,-2.4,-7.4,-1.8,-4.3
COc1ccc(S(=O)(=O)C(C#N)c2nc3ccccc3nc2N2CCCCC2)cc1 (stereo not given),2.4,-2.3,-1.3,-4.2,-4.2,92.1,-59.3,-3.4,22.5
O=P(c1cccs1)(c1cccs1)c1cccs1,-4.7,-5.7,-3.8,-3.2,-4.2,14.1,-9.0,-1.6,0.0
CNc1nc(SCc2ccccc2)nc(N2CCOCC2)n1,-1.6,-19.4,3.4,-3.3,-0.8,-10.2,7.7,-4.7,-0.3
CC1CCCC(n2c(=S)[nH]c3ccccc3c2=O)C1C (stereo not given),4.8,-1.5,6.5,-1.8,-1.0,-4.0,-3.7,-11.4,-5.1
CC1CCN(CC(=O)N2c3ccccc3CC2C)CC1 (stereo not given),3.3,-1.2,-3.4,-0.7,-0.3,2.0,7.7,-3.5,-2.2
CCN(CC)S(=O)(=O)c1cc(NC(=O)CCNC(=O)c2ccco2)ccc1C,0.3,-21.2,-4.2,-0.1,-1.7,6.4,-11.5,-13.3,-1.9
COc1ccc(C2C(C(C)=O)=C(Nc3ccccc3)CC(C)(O)C2C(C)=O)cc1OC (stereo not given),-2.3,-1.8,-5.1,-4.2,-2.0,24.7,-2.7,6.2,4.7
